Screening results: PubChem BioAssay, Broad Institute
STK33 kin inh: blocks human STK33 kinase activity; hit rate 0.44% among 27,000; Q9BYT3; inhibition, % at 12.5 µM; ADP-Glo luminescence, MBP substrate; in the data active means inhibition above about 20%
Target sequence (Q9BYT3 whole entry, looked up): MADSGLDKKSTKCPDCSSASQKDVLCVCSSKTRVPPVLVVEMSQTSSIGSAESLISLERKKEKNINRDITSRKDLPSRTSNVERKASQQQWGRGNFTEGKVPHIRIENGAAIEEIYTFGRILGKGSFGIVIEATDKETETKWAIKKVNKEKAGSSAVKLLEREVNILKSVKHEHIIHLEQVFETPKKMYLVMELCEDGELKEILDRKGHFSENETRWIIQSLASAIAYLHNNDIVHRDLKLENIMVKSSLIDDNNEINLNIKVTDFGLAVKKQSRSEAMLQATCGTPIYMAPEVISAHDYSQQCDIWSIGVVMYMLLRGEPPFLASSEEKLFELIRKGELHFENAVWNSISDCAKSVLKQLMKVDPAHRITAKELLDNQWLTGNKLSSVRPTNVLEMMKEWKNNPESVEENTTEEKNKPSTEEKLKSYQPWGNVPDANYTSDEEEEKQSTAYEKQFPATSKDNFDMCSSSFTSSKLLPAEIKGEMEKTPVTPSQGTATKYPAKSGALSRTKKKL
p53 PUMA act: restores mutant p53 pathway signaling in SW480 cells; activation, % at 9.98 µM; hit rate 1.5% among 28,000; SW480 PUMA-promoter luciferase, p53 mutant reactivation; in the data active means activation above about 52%
Starred values were filed as active, the others as inactive; nt = not tested or not shown. Some of the compounds tested; the hit share may differ from the screen's.

The first 5 records (preview)
| molecule | STK33 kin inh | p53 PUMA act |
| --- | --- | --- |
| C[C@@H]1CN([C@@H](C)CO)C(=O)c2cc(NC(=O)Nc3cccc4ccccc34)ccc2O[C@@H]1CN(C)S(=O)(=O)c1ccccc1 | 4 | nt |
| COc1ccc(-c2ccc3c(c2)O[C@H](CN(C)C(=O)Nc2ccccc2F)[C@@H](C)CN([C@@H](C)CO)S3(=O)=O)cc1 | nt | -39 |
| CC(C)CC#Cc1cnc2c(c1)C(=O)N([C@H](C)CO)C[C@@H](C)[C@@H](CN(C)C(=O)Cc1cccnc1)O2 | nt | 0 |
| COc1cccc(NC(=O)/C=C/c2ccc(Cl)cc2)c1 | nt | 94* |
| C[C@@H]1CN([C@@H](C)CO)C(=O)Cc2cc(NS(C)(=O)=O)ccc2O[C@@H]1CN(C)S(=O)(=O)c1cccs1 | 3 | 1 |

The listing (from the top)
| molecule | STK33 kin inh | p53 PUMA act |
| --- | --- | --- |
| C[C@@H]1CN([C@@H](C)CO)C(=O)c2cc(NC(=O)Nc3cccc4ccccc34)ccc2O[C@@H]1CN(C)S(=O)(=O)c1ccccc1 | 4 | nt |
| COc1ccc(-c2ccc3c(c2)O[C@H](CN(C)C(=O)Nc2ccccc2F)[C@@H](C)CN([C@@H](C)CO)S3(=O)=O)cc1 | nt | -39 |
| CC(C)CC#Cc1cnc2c(c1)C(=O)N([C@H](C)CO)C[C@@H](C)[C@@H](CN(C)C(=O)Cc1cccnc1)O2 | nt | 0 |
| COc1cccc(NC(=O)/C=C/c2ccc(Cl)cc2)c1 | nt | 94* |
| C[C@@H]1CN([C@@H](C)CO)C(=O)Cc2cc(NS(C)(=O)=O)ccc2O[C@@H]1CN(C)S(=O)(=O)c1cccs1 | 3 | 1 |
| C[C@H]1CN([C@@H](C)CO)C(=O)Cc2cc(NC(=O)Nc3ccc4c(c3)OCO4)ccc2O[C@H]1CN(C)CC1CCCCC1 | 0 | nt |
| C[C@@H]1CCCCO[C@H](CN(C)Cc2ccncc2)[C@H](C)CN([C@@H](C)CO)C(=O)c2cc(NS(C)(=O)=O)ccc2O1 | nt | -1 |
| C[C@H](CO)N1C[C@H](C)[C@H](CN(C)C)Oc2ccc(NC(=O)Nc3ccc4c(c3)OCO4)cc2C1=O | nt | 5 |
| O=C(NCc1cccnc1)c1cccc(NC(=O)c2ccco2)c1 | -1 | -2 |
| C[C@H]1CCCCO[C@@H](CN(C)C(=O)Cc2ccccc2)[C@@H](C)CN([C@@H](C)CO)C(=O)c2cc(N(C)C)ccc2O1 | nt | -6 |
| COc1ccc(C)cc1S(=O)(=O)N1CCCC(C(=O)Nc2ccccc2)C1 (centres undefined) | 0 | -7 |
| CC(C)NC(=O)Nc1cccc2c1O[C@@H](CN(C)C)[C@@H](C)CN([C@H](C)CO)C2=O | nt | 13 |
| COc1ccc(NC(=O)Nc2cccc3c2O[C@@H](CN(C)C(=O)Nc2ccccc2)[C@H](C)CN([C@H](C)CO)C3=O)cc1 | nt | 3 |
| C[C@H]1CN([C@@H](C)CO)C(=O)CCCn2nncc2CO[C@@H]1CN(C)C(=O)c1cc(-c2ccccc2)on1 | -2 | 5 |
| CC(=O)O[C@@H]1c2c(ccc3ccc(=O)oc23)O[C@@H]1C(C)(C)OC(=O)C=C(C)C | -1 | nt |
| Cc1ccccc1-c1nc(SCC(=O)Nc2ccccc2)n[nH]1 | -1 | 15 |
| COc1ccc(NC(=O)N(C)C[C@H]2Oc3ccc(NS(=O)(=O)c4cccs4)cc3C(=O)N([C@@H](C)CO)C[C@@H]2C)cc1 | 0 | nt |
| CNC[C@@H]1Oc2ncc(C#CCN(C)C)cc2C(=O)N([C@H](C)CO)C[C@@H]1C | nt | 10 |
| C[C@@H]1CCCCO[C@H](CN(C)C(=O)CCCN(C)C)[C@H](C)CN([C@@H](C)CO)C(=O)c2cc(NC(=O)Cc3ccccc3)ccc2O1 | nt | -3 |
| COC(=O)CCC(=O)Nc1cccc([N+](=O)[O-])c1 | -2 | -5 |
| COc1ccc(NC(=O)CNC(=O)c2ccccc2C)cc1 | -4 | 29 |
| COc1ccc(OC)c(C(=O)CSc2nnc(-c3cccs3)n2C)c1 | -7 | 4 |
| CC(C)NCC(O)COc1ccccc1-n1cccc1 (centres undefined) | 4 | -15 |
| Cn1c(SCC(=O)Nc2cccc(C(F)(F)F)c2)nnc1-c1cc2cc(Cl)ccc2o1 | 3 | 20 |
| C[C@H]1CN([C@@H](C)CO)C(=O)c2cc(NS(=O)(=O)c3ccc(F)cc3)ccc2O[C@@H]1CN(C)C(=O)Nc1ccccc1 | 0 | nt |
| COc1ccc(S(=O)(=O)Nc2ccc3c(c2)CC(=O)N([C@H](C)CO)C[C@@H](C)[C@H](CN(C)C)O3)cc1 | 1 | -8 |
| CCOc1ccc(NC(=O)C(C)Sc2ncnc3sc(-c4ccccc4)cc23)cc1 (centres undefined) | 1 | 7 |
| CNC[C@@H]1Oc2c(NC(=O)c3ccncc3)cccc2C(=O)N([C@@H](C)CO)C[C@H]1C | nt | -1 |
| CNc1nc(SC(C)C(=O)Nc2ccc(Cl)c(Cl)c2)nc(N2CCOCC2)n1 (centres undefined) | 0 | -10 |
| C[C@@H]1CN([C@@H](C)CO)C(=O)c2cc(NS(C)(=O)=O)ccc2O[C@@H](C)CCCCO[C@@H]1CN(C)S(=O)(=O)c1ccccc1 | nt | 0 |
| COc1ccc([Si](C)(C)[C@@H]2[C@@H](CCO)O[C@]3(C(=O)N(Cc4ccc(N5CCCCC5=O)cc4)c4ccccc43)[C@H]2C)cc1 | 1 | nt |
| [N-]=[N+]=Nc1ccccc1C[C@@]1(C(=O)NCC(O)CO)N=C(c2ccc(OCCCO)cc2)O[C@@H]1c1ccccc1 (some centres undefined) | 0 | nt |
| CCn1c(SCC(=O)Nc2c(C)cc(C)cc2C)nnc1-c1ccccc1C | 7 | 7 |
| CC(C)NC(=O)Nc1ccc2c(c1)CC(=O)N([C@@H](C)CO)C[C@@H](C)[C@@H](CN(C)C(=O)Nc1ccc3c(c1)OCO3)O2 | -1 | nt |
| CN(C)C1=NC(C(F)(F)F)(C(F)(F)F)N=C(c2ccccc2)O1 | nt | 3 |
| CC(C)(C)c1ccc(Oc2c(C(F)(F)F)oc3cc(OCC(=O)O)ccc3c2=O)cc1 | -10 | -17 |
| C[C@H](CO)N1C[C@H](C)[C@@H](CN(C)Cc2ccc(Cl)c(Cl)c2)Oc2ccc(NC(=O)Nc3ccc4c(c3)OCO4)cc2C1=O | nt | -17 |
| O=C(Nc1cnn(Cc2ccc(Cl)cc2Cl)c1)C1CC(c2cccc(Br)c2)=NO1 (centres undefined) | -1 | 3 |
| C=C(C(=O)O)[C@@H]1CC[C@@]2(C)CCC=C(C)[C@@H]2C1 | -6 | 4 |
| COc1ccccc1C(CCNCc1ccccc1)c1ccco1 (centres undefined) | nt | -4 |
| Cc1ccc(S(=O)(=O)Nc2ccc3c(c2)CC(=O)N([C@H](C)CO)C[C@@H](C)[C@@H](CN(C)Cc2ccc(Cl)c(Cl)c2)O3)cc1 | 3 | nt |
| O=c1[nH]c(CSc2nnc(-c3cccnc3)n2-c2ccccc2)nc2ccccc12 | 0 | -2 |
| CNC[C@H]1OCCCC[C@H](C)Oc2ccc(NC(=O)Nc3ccc(F)cc3)cc2C(=O)N([C@H](C)CO)C[C@H]1C | nt | 7 |
| C[C@@H]1CN([C@@H](C)CO)C(=O)Cc2cc(NS(=O)(=O)c3cn(C)cn3)ccc2O[C@@H]1CN(C)CC1CC1 | 0 | 1 |
| COc1ccc(NC(=O)C(=O)NCCCO)c(OC)c1 | -6 | 26 |
| Cc1cccc(C)c1OCC(=O)Nc1ccccc1C(=O)Nc1ccc(C(=O)O)cc1 | -2 | 4 |
| COc1ccc(NC(=O)Nc2ccc3c(c2)CC(=O)N([C@@H](C)CO)C[C@H](C)[C@H](CN(C)CC2CC2)O3)cc1 | 1 | nt |
| O=C(/C=C/C=C/c1ccc2c(c1)OCO2)N1CCCC1 | -2 | 21 |
| O=c1c(O)c(-c2ccc(O)cc2)oc2cc(O)cc(O)c12 | 33* | nt |
| C[C@@H]1CCCCO[C@@H](CN(C)S(=O)(=O)c2cn(C)cn2)[C@@H](C)CN([C@@H](C)CO)C(=O)c2cc(NS(=O)(=O)c3cn(C)cn3)ccc2O1 | nt | 4 |
| COc1ccc(C)cc1NC(=O)CN(C)S(=O)(=O)c1ccccc1 | -4 | 2 |
| COC(=O)CNC(=O)c1cn(-c2ccccc2)nc1-c1ccc([N+](=O)[O-])cc1 | -1 | 3 |
| CNC[C@@H]1Oc2ccc(NC(=O)c3ccncc3)cc2CC(=O)N([C@@H](C)CO)C[C@H]1C | nt | 8 |
| C[C@@H]1CN([C@H](C)CO)C(=O)c2cc(NS(C)(=O)=O)ccc2O[C@@H](C)CCCCO[C@H]1CN(C)Cc1ccccc1 | nt | 6 |
| COCc1cc(Sc2c(Cl)cccc2Cl)nc(-c2ccccc2)n1 | nt | -38 |
| C[C@H]1CN([C@@H](C)CO)C(=O)Cc2cc(NC(=O)NC3CCCCC3)ccc2O[C@H]1CN(C)C(=O)Nc1ccc(C(F)(F)F)cc1 | 3 | 8 |

Going on with the list:
| molecule | STK33 kin inh | p53 PUMA act |
| --- | --- | --- |
| CCCCN1C(=O)[C@H]2Cc3c([nH]c4ccccc34)[C@H](c3ccc(OC)cc3)N2C1=O | 0 | 8 |
| C[C@@H]1CN([C@H](C)CO)C(=O)c2cccc(NC(=O)Nc3ccc(C(F)(F)F)cc3)c2O[C@H]1CN(C)S(=O)(=O)c1cccs1 | nt | -15 |
| C[C@@H]1CN([C@@H](C)CO)C(=O)c2cccc(NC(=O)Nc3ccc(F)cc3)c2O[C@H]1CN(C)S(=O)(=O)c1ccc(F)cc1 | nt | 2 |
| CCn1c(SCC(=O)Nc2cccc(F)c2)nnc1-c1ccc(C)cc1 | -3 | -9 |
| C[C@@H]1CN([C@@H](C)CO)C(=O)CCCn2cc(nn2)CO[C@H]1CN(C)S(=O)(=O)c1ccc(Oc2ccccc2)cc1 | -5 | 2 |
| C[C@@H]1CN([C@@H](C)CO)C(=O)CCCn2nncc2CO[C@@H]1CN(C)Cc1cccc(C(=O)O)c1 | -1 | nt |
| COc1ccc(NC(=O)Nc2ccc3c(c2)C(=O)N([C@H](C)CO)C[C@H](C)[C@H](CN(C)Cc2ccc(-c4ccccc4)cc2)O3)cc1 | 1 | nt |
| C[C@@H]1CN([C@H](C)CO)S(=O)(=O)c2ccc(-c3cccc(C(=O)N(C)C)c3)cc2O[C@H]1CN(C)C(=O)Nc1ccc(F)cc1 | nt | 10 |
| C[C@H](CO)N1C[C@H](C)[C@@H](CN(C)Cc2ccccn2)Oc2cc(-c3cccc(C#N)c3)ccc2S1(=O)=O | nt | -27 |
| CCOc1ccccc1NC(=O)Cn1cnc2scc(-c3ccc(Cl)cc3)c2c1=O | 5 | -23 |
| COc1ccc(S(=O)(=O)Nc2ccc3c(c2)C(=O)N([C@@H](C)CO)C[C@@H](C)[C@@H](CN(C)C(=O)Nc2cccc4ccccc24)O3)cc1 | nt | 5 |
| C[C@H]1CN([C@@H](C)CO)C(=O)Cc2cc(NC(=O)Nc3ccc4c(c3)OCO4)ccc2O[C@@H]1CN(C)C(=O)Nc1cccc2ccccc12 | 5 | -9 |
| COc1ccc(CCO[C@@H]2O[C@H](CO[C@@H]3OC[C@H](O)[C@H](O)[C@H]3O)[C@@H](OC(=O)/C=C/c3ccc(O)c(OC)c3)[C@H](O[C@@H]3O[C@@H](C)[C@H](O)[C@@H](O)[C@H]3O)[C@H]2O)cc1O | -2 | -17 |
| C[C@@H]1CN([C@H](C)CO)C(=O)Cc2cc(NS(C)(=O)=O)ccc2O[C@@H]1CN(C)C(=O)Nc1ccc(C(F)(F)F)cc1 | -1 | 13 |
| O=C(CCNc1ccc(Cl)c(C(F)(F)F)c1)c1ccccc1 | nt | 19 |
| c1ccc(CNc2nc3ccccc3n2CCN2CCCCC2)nc1 | 0 | -4 |
| C[C@H]1CN([C@@H](C)CO)C(=O)Cc2cc(NS(=O)(=O)c3cn(C)cn3)ccc2O[C@H]1CN(C)S(=O)(=O)c1cccs1 | 1 | nt |
| CC(C)NC(=O)Nc1ccc2c(c1)CC(=O)N([C@@H](C)CO)C[C@H](C)[C@@H](CN(C)S(=O)(=O)c1cn(C)cn1)O2 | 3 | nt |
| C[C@H](CO)N1C[C@H](C)[C@H](CN(C)S(=O)(=O)c2ccc(F)cc2)Oc2ccc(NC(=O)Cc3cn(C)c4ccccc34)cc2C1=O | 1 | nt |
| O=c1oc2ccccc2n1CCn1c2ccccc2c2nc3ccccc3nc21 | 3 | -6 |
| O=C(Nc1sc2c(c1C(=O)NCC1CCCO1)CCC2)c1sc2ccccc2c1Cl (centres undefined) | 1 | 10 |
| C[C@@H]1CN([C@@H](C)CO)C(=O)c2cc(NC(=O)Nc3ccccc3)ccc2O[C@@H]1CN(C)CC1CCCCC1 | -1 | nt |
| Cc1noc(C)c1S(=O)(=O)N(C)C[C@@H]1Oc2ccc(NC(=O)Cc3ccccc3)cc2CC(=O)N([C@H](C)CO)C[C@@H]1C | -5 | 0 |
| C[C@@H]1CN([C@@H](C)CO)C(=O)c2cccc(NC(=O)NC3CCCCC3)c2O[C@H]1CN(C)S(=O)(=O)c1cn(C)cn1 | nt | 1 |
| C[C@@H]1CCCCO[C@@H](CN(C)C(=O)C2CCCCC2)[C@@H](C)CN([C@H](C)CO)C(=O)c2cc(NC(=O)NC3CCCCC3)ccc2O1 | -1 | nt |
| C[C@H](CO)N1C[C@H](C)[C@H](CN(C)C(=O)Nc2ccc3c(c2)OCO3)Oc2c(NS(=O)(=O)c3ccccc3)cccc2C1=O | nt | -4 |
| Oc1cc2c(cc1O)C(c1ccccc1)CNCC2 (centres undefined) | -16 | 0 |
| CC(C)NC(=O)N(C)C[C@H]1OCCCC[C@@H](C)Oc2ccc(NC(=O)Nc3ccc(F)cc3)cc2C(=O)N([C@@H](C)CO)C[C@H]1C | nt | -11 |
| C[C@H]1CN([C@@H](C)CO)C(=O)Cc2cc(NC(=O)Nc3ccc4c(c3)OCO4)ccc2O[C@H]1CN(C)C(=O)Nc1ccccc1 | -1 | nt |
| COc1c(OC/C=C(\C)CC2C=C(C)C(=O)O2)ccc2ccc(=O)oc12 (centres undefined) | -5 | nt |
